UTI89 phage lysis = inhibition of K1F phage lysis, E. coli UTI89, bacterial capsule biogenesis inhibitors, alamar blue (AID 488966); actives 0.02% (n = 340,000); E. coli UTI89 K1F phage lysis, alamar blue, 2 h; higher % means a stronger effect; inhibition, % at 100 µM, or IC50 in µM where a hit was titrated;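 active = phage lysis inhibition, versus mean bacterial control, above a set limit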;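 note: capsule biogenesis inhibitors block K1F phage lysis so surviving cells raise fluorescence; higher fluorescence means more inhibition of phage lysis; actives were called in the ten point dose series up to 300 µM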
Autophagy HCS = autophagy modulation, high-content screen | calls only at 10 µM (by protocol) | actives 0.98% (n = 190,000) | MEF GFP-LC3 puncta imaging; test concentration mostly 10 µM;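 active = percentage of spot-positive cells more than 3 SD above its plate mean, without a fluorescence outlier flag or 80% toxicity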;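 note: spot-positive cell cutoff set from DMSO-treated cells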
Dynein cargo inh = blocks dynein driven cargo transport along microtubules; 3617.4 mouse cells, GR-EGFP nuclear translocation imaging; test concentration mostly 20 µM; stimulated with dexamethasone, 1 µM; active compounds read low; z-score, hits read low; actives 0.47% (n = 220,000);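 active = plate z-score of nuclear minus cytoplasmic receptor signal below a set negative limit, without overly bright fluorescence or cell loss, cut at about -3.5 in these data, passing the limit was not always enough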;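 note: z-score of nuclear minus cytoplasmic ring GR-EGFP intensity difference per well; some compounds called inactive have numbers as strong as hits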
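Also added: dexamethasone, 1.0 µM final. Medium: tet-free, stripped-serum medium. Detection: fixed, Hoechst-stained cells imaged at 10x for EGFP. Read-out: nuclear-to-cytoplasmic GR-EGFP distribution per well. Times: induction 48 h, compound 1 h, agonist 30 min.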
MT stabilize HCS = microtubule stabilizers in HeLa cells | HeLa tubulin immunostaining HCS, 24 h; share of cells brighter than vehicle mean+2SD | % tubulin-high responders, % at 10 µM | actives 0.83% (n = 200,000) | AID 2205;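 active = plate Z-score above 3 for both tubulin-high and condensed-nucleus cell shares, with cell loss under 80%, at 10 µM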;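 note: anti alpha tubulin signal scored within the nucleus-defined area of each cell; some results filed as inactive read as strong as hits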
Dynein cargo inh cytoplasmic EGFP = also measured in Dynein cargo inh; calls as there; z-score; measured here: cytoplasmic GR-EGFP intensity; active compounds read high
Dynein cargo inh nuclear GR-EGFP = further read-out of Dynein cargo inh, marked with its call; z-score; measured here: nuclear GR-EGFP intensity;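 lower value marks the stronger effect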
Dynein cargo inh cell count = further read-out of Dynein cargo inh, marked with its call; z-score; measured here: cell count per field
MT stabilize HCS Hoechst-high % = also measured in MT stabilize HCS; calls as there; % Hoechst-high responders; measured here: nuclear condensation Hoechst responders;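 share of cells brighter than vehicle mean plus two SD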
MT stabilize HCS cytotoxicity % = recorded beside MT stabilize HCS, whose call it bears; toxicity, %; measured here: cytotoxicity by cell density;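 0% = mean cell density of plate MIN control wells and 100% = no cells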
Autophagy HCS cell loss 18 h = recorded beside Autophagy HCS, whose call it bears; toxicity, %; measured here: cell loss, nuclei count;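 cell loss after 18 h compound exposure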
Starred values were filed as active, the others as inactive; i = inactive; . = no result given; + = active, no number; [ ] = dose if it differs, or a comment. Some of the compounds tested. The share of hits here may be higher or lower than overall.

Value order: UTI89 phage lysis, Autophagy HCS, Autophagy HCS cell loss 18 h, Dynein cargo inh, Dynein cargo inh cytoplasmic EGFP, Dynein cargo inh nuclear GR-EGFP, Dynein cargo inh cell count, MT stabilize HCS, MT stabilize HCS Hoechst-high %, MT stabilize HCS cytotoxicity %
- Cc1nnc2sc(-c3ccc(NC(=O)c4cccnc4)cc3)nn12
  ., i, 13.3, -0.914, 1.28, 0.069, 0.0405, 2.4, 1.5, 3.3
- O=c1c2ccc(-c3nnc4n3-c3ccccc3SC4)cc2nc2n1CCCCC2
  ., i, -10.1, -0.872, -0.0604, -0.201, 1.5, 3.0, 0.9, 5.6
- Cc1nnc(N2CCN(c3ccccc3)CC2)c2nn(-c3ccccc3F)c(C)c12
  ., i, -0.6, -0.829, -0.304, -0.263, -0.0197, 1.6, 1.2, 2.3
- Cc1nnc(SCC(=O)NCCc2ccccc2)[nH]c1=O
  ., i, 6.9, -0.749, -0.253, -0.119, 0.712, 2.1, 2.8, 41.6
- Cc1ccc(-c2cc(C(F)(F)F)n3nc(C(=O)N4CCCC4)cc3n2)cc1
  ., i, 8.6, -0.505, -0.0835, -0.0321, 0.324, 3.2, 1.4, 3.6
- COc1cc2nc(SCC(=O)NC3CC3)n(CCC3=CCCCC3)c(=O)c2cc1OC
  ., i, -3.4, -0.669, -0.24, -0.479, 0.613, 3.0, 2.0, 2.1
- CCOC(=O)c1ccc(-n2nc(C(F)(F)F)c3c(C)cc(=O)oc32)cc1
  ., i, -10.2, -0.901, 0.749, -0.0353, 0.541, 3.3, 2.7, 6.0
- COc1ccc(-c2nnc(SCC(=O)c3ccc4c(c3)OCCO4)o2)cc1
  ., i, -4.8, 0.373, -0.234, 0.0917, 0.493, 3.1, 2.4, 2.8
- O=C1CCc2nc3sc4c(c3c(=O)n2N1)CCCC4
  ., i, -5.7, -0.487, -0.227, 0.0698, -0.137, 2.3, 1.8, 5.5
- COCCn1c(=O)c2c3c(sc2n(CC(N)=O)c1=O)CCCC3
  ., i, -2.8, 0.266, -0.245, 0.0958, 0.848, 2.3, 1.8, 1.0
- CCC(=O)Nc1ccc(-c2nn3c(C)nnc3s2)cc1
  ., i, -2.5, 0.874, -0.235, 0.499, -1.07, 2.7, 1.1, 3.2
- CN1CCc2c(C#N)c(N3CCCCC3)nc(N3CCOCC3)c2C1
  ., i, 5.8, -0.887, -0.133, -0.283, 1.34, 0.7, 5.0, 12.2
- Cc1cc(C(=O)CSCc2nnc3n(CCC(C)C)c(=O)c4ccccc4n23)c(C)n1C
  ., i, -0.3, -1.25, -0.0288, -1.06, 0.393, 3.2, 1.7, 4.6
- O=C(O)C(CC(=O)N1CCOCC1)NCc1ccccc1 (stereo not given)
  ., i, 2.6, -0.356, -0.199, -0.398, -0.853, 3.5, 1.9, 7.3
- Cc1nn2c3c(cnc2c1-c1ccccc1)C(=O)CC(C)C3 (stereo not given)
  ., i, -2.1, 0.809, -0.288, 0.294, -0.192, 2.2, 2.1, 4.1
- Cc1nc(NC2=NCN(CCN3CCOCC3)CN2)nc2c(C)cccc12
  ., i, 8.1, -0.0288, -0.194, 0.17, -0.497, 2.9, 1.3, 1.7
- CCCCOc1ccc(C(=O)CCNC(C(=O)O)C(C)CC)cc1 (stereo not given)
  ., i, -2.0, -0.196, -0.172, -0.752, 0.00613, 1.9, 1.9, 10.5
- Cn1nc(-c2ccc(N3CCOCC3)c(NC(=O)c3ccccc3)c2)c2ccccc2c1=O
  ., i, -5.1, -0.105, -0.268, 0.0801, -0.562, 2.2, 3.7, 22.5
- N=c1c(S(=O)(=O)c2ccccc2)cc2c(=O)n3ccccc3nc2n1CCN1CCOCC1
  ., i, 5.5, 0.244, -0.161, 0.728, -1.36, 5.2, 2.0, 7.8
- O=C(c1ccc2c(c1)c(=O)oc1ccccc12)N1CCCCC1
  ., i, -0.1, 0.0918, -0.202, 0.391, -0.562, 3.0, 1.9, 7.7

Taken from the entries so far, 4 compounds:
Value order: UTI89 phage lysis, Autophagy HCS, Autophagy HCS cell loss 18 h, Dynein cargo inh, Dynein cargo inh cytoplasmic EGFP, Dynein cargo inh nuclear GR-EGFP, Dynein cargo inh cell count, MT stabilize HCS, MT stabilize HCS Hoechst-high %, MT stabilize HCS cytotoxicity %
- Cc1nnc2sc(-c3ccc(NC(=O)c4cccnc4)cc3)nn12
  ., i, 13.3, -0.914, 1.28, 0.069, 0.0405, 2.4, 1.5, 3.3
- O=c1c2ccc(-c3nnc4n3-c3ccccc3SC4)cc2nc2n1CCCCC2
  ., i, -10.1, -0.872, -0.0604, -0.201, 1.5, 3.0, 0.9, 5.6
- Cc1nnc(N2CCN(c3ccccc3)CC2)c2nn(-c3ccccc3F)c(C)c12
  ., i, -0.6, -0.829, -0.304, -0.263, -0.0197, 1.6, 1.2, 2.3
- Cc1nnc(SCC(=O)NCCc2ccccc2)[nH]c1=O
  ., i, 6.9, -0.749, -0.253, -0.119, 0.712, 2.1, 2.8, 41.6

Further entries
Value order: UTI89 phage lysis, Autophagy HCS, Autophagy HCS cell loss 18 h, Dynein cargo inh, Dynein cargo inh cytoplasmic EGFP, Dynein cargo inh nuclear GR-EGFP, Dynein cargo inh cell count, MT stabilize HCS, MT stabilize HCS Hoechst-high %, MT stabilize HCS cytotoxicity %
- CCn1c(=N)c(C(N)=O)cc2c(=O)n3cccc(C)c3nc21
  ., i, 16.3, -0.391, -0.263, 0.298, 1.47, 3.3, 1.5, 1.7
- CCC(=O)OC1=C2C(=Nc3c(c(=O)n(C)c(=O)n3C)C2c2ccccc2)c2ccccc21 (stereo not given)
  ., i, 2.0, -0.415, -0.253, -0.341, 0.999, 3.5, 1.2, 8.0
- CCN(CC)CCCN1C(=O)C(=O)/C(=C(/O)c2ccc3c(c2)OCO3)C1c1ccccn1 (stereo not given)
  ., i, 4.7, -0.225, -0.26, 0.272, -0.364, 4.0, 0.9, 62.3
- CCN(CC)CCCN1C(=O)C(=O)/C(=C(/O)c2cnn(-c3ccccc3)c2C)C1c1ccncc1 (stereo not given)
  ., i, -1.4, -0.929, -0.237, -0.39, 0.0189, 2.5, 0.9, 2.3
- CCOC(=O)c1sc(NC(=O)CSc2nc(-c3ccco3)cc(C(F)(F)F)n2)c(C(=O)OC(C)C)c1C
  ., i, -6.9, 0.765, -0.257, 0.267, 0.254, 4.1, 1.6, 3.8
- CCc1c(C)nc(/N=C(/NC(=O)c2ccccc2)Nc2ccccc2OC)[nH]c1=O
  ., i, -8.3, 0.469, -0.17, 0.51, 0.534, 2.8, 3.4, 2.7
- COc1cc(CN2CCN(c3cc(C)ccc3C)CC2)cc([N+](=O)[O-])c1O
  ., i, -29.9, -1.53, -0.194, -0.257, 1.29, 2.6, 1.7, 9.3
- Cc1ccc2c(C)nc(Nc3ncc4c(n3)CCCC4=O)nc2c1
  ., i, -1.0, -0.595, -0.14, 0.191, -0.895, 1.4, 1.6, 9.6
- CCC/C(=N/Nc1ccc(Cl)cc1)c1cnnc(-c2ccccc2)n1
  ., +, -4.6*, -0.443, -0.122, -0.383, 0.547, 3.4, 2.1, 5.2
- Cn1c(=O)c2c(nc(SCC(=O)N(C3CCCCC3)C3CCCCC3)n2C)n(C)c1=O
  ., i, -1.9, -0.127, -0.0147, -0.285, -0.146, 3.5, 2.5, 4.3
- Cc1ccc(C(=O)C2=C(O)C(=O)N(CCN(C)C)C2c2ccccn2)o1 (stereo not given)
  ., i, -8.8, 0.254, -0.217, -0.559, 1.24, 3.2, 1.6, 7.2
- CC(=O)N/C(=C\c1ccccc1)C(=O)OCCCOC(=O)/C(=C/c1ccccc1)NC(C)=O
  -0.1%, ., ., ., ., ., ., ., ., .
- COC(=O)c1csc(S(=O)(=O)N2CCOCC2)c1OC
  1.2%[50 µM], ., ., ., ., ., ., ., ., .
- CC[C@@H](C)[C@H](C(CC(=O)N1CCCC1[C@@H](OC)[C@H](C)C(=O)N[C@H](Cc1ccccc1)c1nccs1)OC)N(C)C(=O)[C@H](NC(=O)[C@@H](C(C)C)N(C)C)C(C)C (stereo not given in full)
  1.6%, ., ., ., ., ., ., ., ., .
- CCCCn1c(N)c(N(CC(C)C)C(=O)CCCc2nc3ccccc3s2)c(=O)[nH]c1=O
  1.3%[50 µM], ., ., ., ., ., ., ., ., .
- O=C(NCc1ccccc1)C12CC3CC(CC(Br)(C3)C1)C2
  0.5%, ., ., ., ., ., ., ., ., .
- COc1ccccc1N(CC(=O)NCCN1CCOCC1)S(=O)(=O)c1ccccc1
  0.3%, ., ., ., ., ., ., ., ., .
- COc1ccc(N(C(=O)c2cnccn2)C(C(=O)NC2CCCCC2)c2ccccc2)cc1 (stereo not given)
  0.1%, ., ., ., ., ., ., ., ., .
- O=C(Nc1ccc(S(=O)(=O)Nc2nccs2)cc1)c1ccc(F)cc1
  0.0%, ., ., ., ., ., ., ., ., .
- Cc1ccc(NC(=O)C2C3C=CC4(O3)C2C(=O)N(CCN2CCOCC2)C4C(=O)NC2CCCCC2)cc1C (stereo not given)
  0.3%, ., ., ., ., ., ., ., ., .
- CC(OC(=O)c1ccc(=O)n(Cc2ccccc2)n1)C(=O)Nc1cccc(Cl)c1 (stereo not given)
  0.0%[50 µM], ., ., ., ., ., ., ., ., .
- Cn1cc(/C=C(\NC(=O)c2ccccc2Cl)C(=O)NCCCn2ccnc2)c2ccccc21
  0.4%, ., ., ., ., ., ., ., ., .
- CCN(CC)c1ccc(NS(=O)(=O)c2cn(C)c(=O)n(C)c2=O)c(C)c1
  0.8%, ., ., ., ., ., ., ., ., .
- COc1ccc(CCNC(=O)CNC(=O)c2ccc3c(c2)OCO3)cc1OC
  0.4%, ., ., ., ., ., ., ., ., .
- O=C1c2ccccc2C(=O)c2c1cccc2N1CCN(C/C=C/c2ccccc2)CC1
  0.2%, ., ., ., ., ., ., ., ., .
- CCOc1ccc(CCNC(=O)c2ccc(CS(=O)Cc3ccccc3Cl)o2)cc1 (stereo not given)
  0.5%, ., ., ., ., ., ., ., ., .
- O=C(Cc1ccsc1)NCC(=O)Nc1ccccc1Br
  0.8%[50 µM], ., ., ., ., ., ., ., ., .
- CCOc1ccc(C2C3=C(CCCC3=O)N(CC(=O)O)C3=C2C(=O)CCC3)cc1
  0.6%, ., ., ., ., ., ., ., ., .
- CC[C@@H](C)[C@H](NC(=O)Cc1c(C)c2c(cc(C)c3c(C)coc32)oc1=O)C(=O)O
  1.5%[50 µM], ., ., ., ., ., ., ., ., .
- Cc1ccc(OCC(=O)N2CCN(S(=O)(=O)c3ccc(Cl)s3)CC2)cc1C
  0.2%[50 µM], ., ., ., ., ., ., ., ., .
- Cc1nn(-c2ccc(N3CCCCC3)nn2)c(C)c1CCC(=O)Nc1ccc(F)c(F)c1
  0.1%, ., ., ., ., ., ., ., ., .
- CCc1noc(C)c1C(=O)N(C)CC(=O)Nc1ccc(Br)cc1C
  0.6%[50 µM], ., ., ., ., ., ., ., ., .
- CC1CCN(C(=O)CCCl)c2ccccc21 (stereo not given)
  3.6%, ., ., ., ., ., ., ., ., .
- COc1ccc(N2CC(C(=O)N3CCN(C(=O)c4ccco4)CC3)CC2=O)cc1 (stereo not given)
  -0.1%, ., ., ., ., ., ., ., ., .
- CCN1CCN(S(=O)(=O)c2ccc(Cl)c(C(=O)NC3CCCCC3)c2)CC1
  0.6%[50 µM], ., ., ., ., ., ., ., ., .
- O=C(CN(C(=O)CCC(=O)Nc1nccs1)c1cccc(F)c1)NCc1ccc(F)cc1
  -0.2%, ., ., ., ., ., ., ., ., .
- Cc1cc(C)c(S(=O)(=O)N(C)CC(=O)NCC2CCCO2)c(C)c1 (stereo not given)
  0.4%, ., ., ., ., ., ., ., ., .
- CCOC(=O)c1nncc(-c2ccccc2)n1
  1.0%, ., ., ., ., ., ., ., ., .
- CCc1cc(C(=O)N/N=C/c2ccc(O)cc2)c2ccccc2n1
  0.3%, ., ., ., ., ., ., ., ., .

Screens deposited in PubChem by several laboratories.
